Source: PubChem BioAssay (National Center for Advancing Translational Sciences (NCATS))
AmpC no deterg: inhibitors of E. coli AmpC beta-lactamase without detergent; hit rate 0.52% among 330,000; Potency, µM (doses to about 57.1 µM), without a hit: top-dose activity change, negative = inhibition, most hits filed as inhibitors; AmpC nitrocefin hydrolysis, absorbance 480 nm, 0.0001% Triton;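 further: potency means the concentration at half of the fitted maximal effect; plate controls were no compound for no effect and no enzyme for full effect; nearly all actives have a fitted effect of over 20% in size; some results filed as inactive show a strong effect at the top dose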
Target sequence (P00811 whole entry, looked up): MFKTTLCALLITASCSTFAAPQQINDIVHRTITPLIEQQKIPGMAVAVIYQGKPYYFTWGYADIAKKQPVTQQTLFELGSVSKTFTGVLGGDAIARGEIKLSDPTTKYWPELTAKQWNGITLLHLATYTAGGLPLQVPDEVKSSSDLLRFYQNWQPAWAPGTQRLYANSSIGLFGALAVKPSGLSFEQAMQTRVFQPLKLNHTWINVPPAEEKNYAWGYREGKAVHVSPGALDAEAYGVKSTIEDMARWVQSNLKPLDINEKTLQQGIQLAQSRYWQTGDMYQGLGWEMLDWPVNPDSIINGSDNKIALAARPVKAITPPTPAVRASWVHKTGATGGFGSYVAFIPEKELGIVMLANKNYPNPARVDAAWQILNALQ
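AmpC (5.3 nM in the dispensed reagent) in 20 mM phosphate pH 7.0 with 0.01% (detergent screen) or 0.0001% Triton X-100 was preincubated with compounds for 15 min at room temperature. Nitrocefin was then added from an 800 uM solution, and hydrolysis was followed at 480 nm.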
TbPYK inhibitor: inhibitors of Trypanosoma brucei pyruvate kinase; TbPYK enzyme, Kinase-Glo Plus ATP luminescence, 45 min; Potency, µM (doses to about 76.8 µM), without a hit: at the top dose activity, negative = inhibition, hits mostly inhibitors; hit rate 0.12% among 410,000; AID 624173; further: potency means the concentration at half of the fitted maximal effect; nearly all actives have a fitted effect of over 50% in size
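Assay buffer: 50 mM TEA pH 7.2, 100 mM KCl, 10 mM MgCl2, 0.05% BSA, 0.01% Tween-20. Pyruvate kinase from T. brucei plus substrate met compound, then ADP (130 uM final). Luminescence was read post 45 min RT.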
LmPK inh: LmPK (Leishmania mexicana) enzyme inhibition; hit rate 0.37% among 290,000; purified LmPK, Kinase-Glo ATP luminescence, 1 h; AID 1721; Potency, µM (series often up to 57.5 µM), for inactives: at the highest dose activity change, negative = inhibition, usual class: inhibitors; further: potency means the concentration at half of the fitted maximal effect
Target sequence (Q27686 whole entry, looked up): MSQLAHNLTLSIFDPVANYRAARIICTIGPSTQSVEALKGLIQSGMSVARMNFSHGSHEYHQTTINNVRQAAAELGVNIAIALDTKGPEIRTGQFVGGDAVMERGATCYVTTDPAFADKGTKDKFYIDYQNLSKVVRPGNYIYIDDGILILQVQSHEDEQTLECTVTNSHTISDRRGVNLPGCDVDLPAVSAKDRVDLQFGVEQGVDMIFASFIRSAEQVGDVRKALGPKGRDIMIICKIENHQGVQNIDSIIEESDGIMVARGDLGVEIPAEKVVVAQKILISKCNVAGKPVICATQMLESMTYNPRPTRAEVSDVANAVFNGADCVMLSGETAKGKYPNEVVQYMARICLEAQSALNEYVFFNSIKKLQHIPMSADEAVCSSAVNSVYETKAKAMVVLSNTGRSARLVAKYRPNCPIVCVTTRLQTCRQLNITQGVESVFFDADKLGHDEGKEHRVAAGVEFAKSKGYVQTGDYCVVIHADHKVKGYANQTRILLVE
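qHTS format; LmPK 0.1 nM; substrates PEP 0.5 mM and ADP 0.1 mM. One-hour room-temperature incubation, then coupled luciferase luminescence; 0.5 nM enzyme wells mark activation.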
HCMV antiviral: human cytomegalovirus inhibition; HFF cells, HCMV-luciferase reporter, 72 h; hits give low values; activity change, negative = inhibition, % at 57.5 µM; hit rate 4.5% among 410,000; in the data active means activity change below about -60%; inconclusive means no clear call, values can overlap the other calls; inactive means above about -39%
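Compounds were evaluated in HFFs infected with an HCMV luciferase reporter virus (MOI 1 PFU/cell). Luciferase in lysates collected 72 h post infection served as the replication measure.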
AmpC inh detg: blocks E. coli AmpC beta-lactamase in detergent assay; AmpC hydrolysis of nitrocefin, absorbance 480 nm, 0.01% Triton; Potency, µM (series often up to 114 µM), for the others: at the highest dose activity change, negative = inhibition, most hits filed as inhibitors; hit rate 0.041% among 370,000; AID 485294;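 further: potency means the concentration at half of the fitted maximal effect; 0% = no-compound wells and -100% = no-enzyme wells; nearly all actives have a fitted effect of over 25% in size; some results filed as inactive show a strong effect at the top dose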
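20 mM phosphate pH 7.0 + 0.01% (detergent screen) or 0.0001% Triton X-100; 5.3 nM AmpC reagent; cpd preinc 15 min RT; nitrocefin (800 uM stock) to start; A480 q20 s × 4 min; Activity was normalised to no-enzyme and no-compound control wells.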
Sm TGR inh: blocks Schistosoma mansoni thioredoxin glutathione reductase | Q962Y6 | purified TGR, DTNB reduction, TNB absorbance 405 nm | Potency, µM (series often up to 114 µM), inactives show at the top dose activity change, negative = inhibition, hits mostly inhibitors | hit rate 3% among 360,000 | AID 485364; further: potency means the concentration at half of the fitted maximal effect; nearly all actives have a fitted effect of over 60% in size
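Kinetic colorimetric format: TGR-catalysed, NADPH-driven DTNB reduction monitored via TNB absorbance. Enzyme dispensed at 20 nM; compound exposure 15 min at room temperature before reaction start.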
AMA1 RON2 block: AMA1-RON2 (P. falciparum) interaction inhibition. AlphaScreen AMA1-biotinylated RON2 peptide binding. Potency, µM (highest dose often 58.2 µM), for the others: at the top dose activity change, negative = inhibition, most hits filed as inhibitors. hit rate 0.2% among 360,000. AID 720542;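 further: potency means the concentration at half of the fitted maximal effect; 0% = vehicle wells and -100% = peptide control; nearly all actives have a fitted effect of over 45% in size; some results filed as inactive show a strong effect at the top dose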
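AMA1 (3D7) with his tag at 25 nM final met compounds first, then biotinylated RON2 peptide at 25 nM; detection used donor plus acceptor beads, 10 µg/mL apiece, read by AlphaScreen after 30 min at room temperature.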
Starred values were filed as active, the others as inactive; ? = inconclusive; . = not tested or not shown; [ ] = dose if it differs, or a comment. Unless noted, the call rests on the fitted dose curve; in most records, active means well fitted curve in the direction sought with a large enough effect; inconclusive means small, poorly fitted or top-dose-only effect, or another doubt; inactive means no such curve, though single readings can be large; an effect the other way counts as inactive or inconclusive. Unless noted, on the % scale 0 is the no-effect control and ±100 the full control effect.

Values run as follows: AmpC no deterg, TbPYK inhibitor, LmPK inh, HCMV antiviral, AmpC inh detg, Sm TGR inh, AMA1 RON2 block
- COc1ccc(C2CC3(O)CC(C#N)(C(=O)N3)C2(C#N)C#N)cc1 (stereo not given)
 : -28%, 4%, 10%, 27, -14%, -9%, 2%
- Cc1ccc(-n2c(=S)[nH]c3sc4c(c3c2=O)CCc2ccccc2-4)cc1
 : -11%, -2%, 3%, 63, 0%, -3%, 45%[activator]
- CCNC(=O)CC1C(=O)N(CC)C(=S)N1NC(=O)c1ccc(Cl)cc1 (stereo not given)
 : 7%, -1%, 6%, 26, -14%, -9%, 70%[activator]
- COc1ccccc1OCCOc1ccccc1/C=N/n1cnnc1
 : -11%, 2%, 1%, -13, -1%, -15%, -9%
- CCN(CCCNC(=O)CCCCn1c(=O)[nH]c2ccccc2c1=O)c1ccccc1
 : 21%, 0%, 0%, 12, 1%, -1%, -25%
- Cc1ccc(Cl)cc1NC(=O)COC(=O)CC1CC2CCC1C2 (stereo not given)
 : -8%, 1%, 1%, -19, ?, -21%, 16%
- C[C@]12CC[C@H](O)C[C@H]1CC[C@@H]1C2CC[C@]2(C)[C@@H](C3=CC(=O)OC3)[C@@H](O)C[C@]12O (stereo not given in full)
 : -3%, 4%, ., -100*, 6%, 0%, -2%
- O=C(Nc1ccccc1C(=O)O)c1ccc2ccccc2n1
 : -19%, 7%, -21%, 75, 1%, 5%, 29%
- CCCCN(C)CCNC(=O)c1cn(C)c(=O)c2c1c1ccccc1n2C
 : 35%, 2%, 2%, 15, -2%, 45µM*, 6%
- Cc1ccc(C)c(S(=O)(=O)/N=C2\C=C(NS(=O)(=O)c3ccccc3)C(=O)c3ccccc32)c1
 : -47%, -1%, -4%, 18, -6%, ?, -22%
- COc1cc(S(=O)(=O)N(Cc2cccnc2)Cc2ccco2)ccc1-n1cnnn1
 : 13%, 3%, 0%, -13, -16%, -19%, ?
- COc1ccc(-c2ccc(NS(=O)(=O)c3cc([N+](=O)[O-])c(C)c([N+](=O)[O-])c3)cc2)nn1
 : ?, -10%, 6%, 38, -2%, 0%, -1%
- CCN(c1ccccc1)S(=O)(=O)c1ccc(C(=O)NCCCN2CCOCC2)cc1
 : 22%, 6%, ., -19, -6%, -5%, -3%
- O=Cc1ccc2oc3nc4n(c(=O)c3c(=O)c2c1)CCCS4
 : -31%, 0%, 12%, -6, -12%, 0%, ?
- Cc1noc(C)c1NC(=O)Nc1ccc2c(c1)C(=O)N([C@H](C)CO)C[C@H](C)[C@@H](CN(C)C(=O)Nc1ccccc1)O2
 : -29%, 2%, ., -1, ., ., 4%
- CC(=O)N1c2ccc(S(=O)(=O)N3CCCC3)cc2CC1C(=O)NCc1cccc(F)c1 (stereo not given)
 : -8%, -9%, -5%, -39, -14%, 3%, -4%
- CC(=O)Nc1ccc(N(CC(=O)NCC2CCCO2)C(=O)CCC(=O)Nc2cc(C)on2)cc1 (stereo not given)
 : -4%, 3%, 5%, 10, -8%, -1%, -4%
- CCCCN(C(=O)CCSc1ccc(F)cc1)c1c(N)n(Cc2ccccc2)c(=O)[nH]c1=O
 : ?, -7%, ., -24, -2%, -6%, -3%
- CC12CCC3C(CC=C4CC(O)CCC43C)C1C/C(=C\c1ccccc1F)C2=O (stereo not given)
 : -2%, 1%, 2%, -22, -6%, -3%, 6%
- O=[N+]([O-])c1ccc(-c2cn3c(n2)SCC3)cc1
 : ., -5%, ., 62, ., ., -11%
- NC1=NC(=O)/C(=C\c2ccc(O)c([N+](=O)[O-])c2)S1
 : -15%, 3%, -14%, -30, -12%, 4%, 10%
- CCCCC(SCC(=O)Nc1ccccc1)C(=O)O (stereo not given)
 : -29%, -12%, 1%, 79, -12%, -4%, -7%
- CC1=C(C#N)C(C(F)(F)F)(C(F)(F)F)N=C(c2ccco2)N1
 : -5%, -19%, 1%, -14, -12%, -8%, 3%
- Cn1c(=O)c2c(nc(NCCO)n2CCCc2ccccc2)n(C)c1=O
 : -4%, -1%, 1%, -3, -3%, 18%, 0%
- CC(=O)c1sc(=S)n(-c2ccccc2)c1C
 : -10%, 1%, -3%, -32, 0%, 3%, -30%
- COc1ccccc1CNC(=O)c1cc(S(=O)(=O)N2CCCCC2)c[nH]1
 : -47%, 4%, -4%, 0, ?, -11%, 1%
- COCCCNC(=S)Nc1ccc2c(c1)OCCO2
 : -17%, -5%, -6%, 25, -8%, -12%, 6%
- COc1ccccc1N1CCN(C(=O)c2cc(C)oc2C)CC1
 : 36%, 6%, 19%, -3, 3%, ?, -21%
- CCOC(=O)CSCC(=O)Nc1ccc(S(=O)(=O)N2CCCCC2)cc1
 : -19%, 0%, 7%, 0, ?, 6%, 8%
- COc1ccc(-n2ccsc2=S)cc1
 : -24%, -5%, 5%, ?, -3%, -23%, -9%
- CCOC(=O)c1ccc(N2CN(CC)CNC2=S)cc1
 : -11%, -1%, -5%, -18, -1%, -2%, 17%
- CC(C)n1c(=O)c2ccccc2n1Cc1cn(Cc2ccccc2)nn1
 : ., 3%, ., 25, ., ., 16%
- COc1ccc(CC(=O)OCC(=O)c2ccc(F)cc2)cc1
 : -17%, -1%, ., -35, ., ., 35%[activator]
- COc1cc(/C=C(/C#N)c2nc(-c3cc4ccccc4oc3=O)cs2)ccc1O
 : ., -6%, ., -5, 14%, -2%, .
- Cc1ccc(S(=O)(=O)NCc2ccncc2)c(C)c1C
 : -9%, -5%, 2%, -83*, -6%, ?, 4%
- Cc1ccc(-n2nnnc2CSc2nnc(-c3ccc(O)cc3)o2)cc1
 : -32%, 1%, 2%, 27, -16%, -14%, 5%
- CCc1ccccc1N1C(=O)CC(N2CCc3ccccc32)C1=O (stereo not given)
 : -4%, 3%, 3%, 24, -1%, ., -14%
- Cc1ccc(-n2c(P(C)(=O)O)nc3ccccc32)cc1
 : -14%, 0%, -3%, -16, -4%, 6%, 5%
- CC(=O)Nc1ccc(N2CCCCC2)c(C(=O)Nc2cccc(C)c2)c1
 : 133%, 9%, 9%, 20, ?, 7%, -9%
- CN(C(=O)COC(=O)c1cn(C)c2ccccc12)C1CCCCC1
 : 33%, -3%, ., 0, 0%, -1%, -1%
- COC(=O)C1=C(c2ccc(OC(F)(F)F)cc2)C[C@@H]2CC[C@H]1N2C(=O)NCCNC(C)=O
 : 75%[activator], 1%, ., -12, -5%, -3%, 4%
- Cc1cc(NC(=O)Nc2nnc(N(C)C3CCCCC3)s2)ccc1Br
 : ., 0%, ., 3, 3%, -8%, .
- CN(CC(=O)Nc1cccc(F)c1)C(=O)CCCN1C(=O)c2cccc3cccc(c23)C1=O
 : 61%[activator], -9%, ., -15, -10%, -7%, -4%
- C[C@@H]1CN([C@H](C)CO)C(=O)CCCn2nncc2CO[C@H]1CN(C)S(=O)(=O)c1ccc(Cl)cc1
 : ., 9%, ., 3, ., ., 6%
- O=c1[nH]c(=S)n(-c2ccccc2F)c(O)c1C=NCCN1CCNCC1
 : 16%, 0%, 0%, -4, -2%, ?, 56%[activator]
- COCCNC(=O)CSc1nc(-c2ccc(OC)c(OC)c2)cc(C(F)(F)F)n1
 : 86%[activator], -7%, 4%, 1, 3%, 11%, 0%
- COc1ccc(NC(=O)C(C)N=C2NS(=O)(=O)c3ccccc32)cc1S(N)(=O)=O (stereo not given)
 : -23%, -6%, ., -36, -9%, -2%, -6%
- CCn1c(=N)c(C(=O)NCc2cccnc2)cc2c(=O)n3cc(C)ccc3nc21
 : ., 6%, ., ?, 1%, 4%, .
- COC(=O)c1ccc2c(=O)n(CCCN3CCCC3=O)c(=S)[nH]c2c1
 : -10%, -13%, 1%, -20, -1%, 2%, 13%
- CC(OC(=O)CNS(=O)(=O)c1ccc(C#N)cc1)C(=O)Nc1ccc(Cl)cn1 (stereo not given)
 : -33%, 3%, ., -19, ?, -3%, -12%
- CN(C)S(=O)(=O)c1ccc(C(=O)N2CCN(S(=O)(=O)c3ccc4c(c3)OCCO4)CC2)cc1
 : ., -2%, ., 0, ., ., 6%[11.6 µM]
- O=C(CNc1cccc(C(F)(F)F)c1)N/N=C/c1cn(-c2ccccc2)nc1-c1ccccc1
 : -17%, -5%, 0%, -28, -8%, -2%, -2%
- C#CCOCCOCCOCCNc1nc(N2CCN(C(=O)CCCCCCCCCCNC(=O)[C@@H](CCC(=O)O)n3cc(CCCCCN)nn3)CC2)nc(N2CCN(C(=O)CCCCCCCCCCNC(=O)[C@@H](CCC(=O)O)n3cc(CCCCCN)nn3)CC2)n1
 : 345%[activator], -1%, ., ?, -4%, ?, 7%
- Clc1ccccc1Cc1noc(CN2CCN3CCCC3C2)n1 (stereo not given)
 : 7%, -1%, 0%, -31, -5%, -13%, 0%
- COc1ccc(CCN2CC(C(=O)N(C)CCOc3ccccc3)CCC2=O)cc1 (stereo not given)
 : 105%[activator], 1%, 3%, 13, 1%, -4%, -7%
- O=C(NC1CCCC1)C(c1cccnc1)N(CCc1ccccc1)C(=O)c1ccco1 (stereo not given)
 : 52%, 1%, -3%, 6, -7%, ., -3%
- Nc1ccc(Oc2ccc([N+](=O)[O-])cc2[N+](=O)[O-])cc1
 : -29%, -2%, -4%, ?, ?, -16%, -10%
- CN(CC(=O)Nc1ccccc1Br)C(=O)CCCSc1nc2ccccc2[nH]1
 : ?, 2%, ., 40, -1%, 1%, -15%
- Cc1ccc(NC2c3ncccc3C(=O)N2C2CCCCC2)cc1C (stereo not given)
 : 51%, -3%, 0%, 45, -16%, -7%, 1%

Given as labelled records: part of the list above
Cc1cc(NC(=O)Nc2nnc(N(C)C3CCCCC3)s2)ccc1Br
- AmpC no deterg: .
- TbPYK inhibitor: 0%
- LmPK inh: .
- HCMV antiviral: 3
- AmpC inh detg: 3%
- Sm TGR inh: -8%
- AMA1 RON2 block: .

O=C(NC1CCCC1)C(c1cccnc1)N(CCc1ccccc1)C(=O)c1ccco1 (stereo not given)
- AmpC no deterg: 52%
- TbPYK inhibitor: 1%
- LmPK inh: -3%
- HCMV antiviral: 6
- AmpC inh detg: -7%
- Sm TGR inh: .
- AMA1 RON2 block: -3%
